Compound activity as filed in PubChem.
LMPTP inh: LMPTP phosphatase inhibitors, primary screen, biochemical, fluorescence intensity, uHTS; recombinant LMPTP-A, OMFP fluorogenic substrate; Low molecular weight phosphotyrosine protein phosphatase (Homo sapiens), P24666; inhibition, % at 20 µM; hit rate 0.22% among 360,000;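 active = compounds that cut the enzyme signal by at least half of the control window in the single-dose screen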;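 also: plate controls were DMSO wells with enzyme plus substrate for no effect and substrate without enzyme for full effect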
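Assay system: LMPTP-A, protein tyrosine phosphatase of low molecular weight / Medium: pH 6.0 Bis-Tris buffer with DTT and Triton X-100 / Schedule: 50 min enzyme reaction at room temperature, protected from light / Measured by: endpoint fluorescence intensity from OMFP dephosphorylation / Read-out basis: % inhibition relative to no-enzyme and uninhibited control wells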
Tb MetRS inh: T. brucei MetRS inhibitors, primary screen, biochemical, luminescence; methionyl-tRNA synthetase (Trypanosoma brucei brucei); purified T. brucei MetRS, ATP depletion, Kinase-Glo luminescence; inhibition, % at 11.9 µM; hit rate 0.4% among 360,000;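 active = inhibition above a per-plate cutoff of the control wells' mean inhibition plus 3 SD, cut at about 5.5% in these data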;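 also: 0% = DMSO wells median and 100% = median of wells with control inhibitor compound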
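technique = Kinase-Glo luminescence, ATP depletion format | system = purified MetRS (methionyl-tRNA synthetase) enzyme from Trypanosoma brucei | timing = 15 min preincubation, 2 h reaction, all 25 °C | evaluation = percent inhibition versus plate control medians | dosing = single dose, 11.9 µM final nominal, 0.9% final DMSO | also added = substrates ATP, L-methionine and bulk Escherichia coli tRNA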
CendR NRP1 mod: modulators of CendR peptide binding to NRP-1, primary screen, biochemical, fluorescence polarization, uHTS; inhibition, % at 25 µM; Neuropilin-1 (Homo sapiens), O14786; AID 602438, 2012; FAM-RPARPAR peptide binding to NRP-1; hit rate 0.85% among 360,000;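 active = inhibition or corrected inhibition above about 18%, plus a signal ratio from 0.5 to 1.5, limit read from the data, passing the limit was not always enough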; also: strong numbers were not always called active
E coli Lon inh: inhibitors of E. coli Lon protease, primary screen, biochemical, fluorescence polarization | hit rate 0.42% among 360,000 | inhibition, % at 7.94 µM | AID 602123, 2011 | P0A9M0 | purified E. coli Lon protease; in the data active = inhibition above about 13%, passing the limit was not always enough;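 also: 0% = enzyme with probe and DMSO and 100% = no enzyme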
Target sequence (P0A9M0 whole entry, looked up): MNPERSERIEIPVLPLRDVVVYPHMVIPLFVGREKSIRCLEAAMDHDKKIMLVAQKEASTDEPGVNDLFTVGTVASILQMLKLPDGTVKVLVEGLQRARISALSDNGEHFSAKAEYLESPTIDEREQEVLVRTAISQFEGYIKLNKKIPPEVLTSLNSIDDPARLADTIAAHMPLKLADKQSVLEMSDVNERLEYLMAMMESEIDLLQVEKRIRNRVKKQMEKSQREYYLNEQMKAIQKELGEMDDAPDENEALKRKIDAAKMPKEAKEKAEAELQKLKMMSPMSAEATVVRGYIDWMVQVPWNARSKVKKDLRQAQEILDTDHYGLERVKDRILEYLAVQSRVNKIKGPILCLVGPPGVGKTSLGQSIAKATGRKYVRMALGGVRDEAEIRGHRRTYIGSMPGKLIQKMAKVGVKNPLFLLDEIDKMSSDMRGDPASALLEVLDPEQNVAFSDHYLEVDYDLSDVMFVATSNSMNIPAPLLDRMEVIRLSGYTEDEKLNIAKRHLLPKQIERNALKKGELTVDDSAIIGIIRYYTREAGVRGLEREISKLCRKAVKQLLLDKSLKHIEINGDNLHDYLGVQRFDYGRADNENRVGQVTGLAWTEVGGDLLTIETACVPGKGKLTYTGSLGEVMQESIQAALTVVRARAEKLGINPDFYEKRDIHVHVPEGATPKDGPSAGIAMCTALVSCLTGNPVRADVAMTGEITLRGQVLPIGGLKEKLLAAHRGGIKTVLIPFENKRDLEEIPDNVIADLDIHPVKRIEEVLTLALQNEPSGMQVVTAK
MsrA inhibitor: bovine MsrA enzyme inhibitors, primary screen, biochemical, absorbance, HTS | AID 651718, 2012 | purified bovine MsrA, absorbance read-out | Methionine sulfoxide reductase A (Bos taurus) | hit rate 0.75% among 360,000 | inhibition, % at 15.5 µM; in the data active = inhibition above about 4.5%;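 also: 0% = vehicle wells with enzyme and 100% = reference inhibitor wells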
STEP block: STEP phosphatase inhibitors, primary screen, biochemical, fluorescence intensity, uHTS; hit rate 0.25% among 360,000; Tyrosine-protein phosphatase non-receptor type 5 (Homo sapiens), P54829; inhibition, % at 20 µM; AID 588621, 2011; recombinant STEP, OMFP fluorogenic substrate;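 active = inhibition at 20 µM, scaled per plate between control wells, above about 37%, limit read from the data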;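 also: 0% = DMSO with enzyme and substrate and 100% = substrate only without enzyme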
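Assay system: isolated STEP enzyme / Timing: 20 min at room temperature, dark / Doses: 20 µM, 1% DMSO / Technique: fluorescence intensity, excitation 480 nm, emission 540 nm / Reagent: fluorogenic phosphatase substrate OMFP at 25 µM final / Measure: percent inhibition scaled to no-enzyme and uninhibited-enzyme controls, plate-pattern corrected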
Scp-1 inhibitor: Scp-1 phosphatase inhibitors, primary screen, biochemical, colorimetric, uHTS. Carboxy-terminal domain RNA polymerase II polypeptide A small phosphatase 1 (Homo …. Recombinant Scp1, phosphopeptide, malachite green phosphate absorbance. inhibition, % at 20 µM. hit rate 0.88% among 340,000;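 active = inhibition above about 50% at 20 µM, limit read from the data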;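 also: plate controls were DMSO wells with enzyme for no effect and wells lacking enzyme for full effect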
Target sequence (Q9GZU7 76-261 limits assumed): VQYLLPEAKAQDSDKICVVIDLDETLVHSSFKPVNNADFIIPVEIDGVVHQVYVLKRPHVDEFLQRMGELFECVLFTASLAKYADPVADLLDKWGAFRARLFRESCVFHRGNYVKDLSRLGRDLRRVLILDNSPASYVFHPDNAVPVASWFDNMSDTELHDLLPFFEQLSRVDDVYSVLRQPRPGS
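Times: enzyme reaction 45 min at room temperature, colour 5 min, stabilisation 30 min. Material: SCP-1 catalytic fragment, aa 76-261. Medium: Acidic Tris acetate buffer with magnesium and detergent. Signal: colorimetric free-phosphate detection, absorbance 630 nm. Read-out basis: % inhibition of SCP-1 phosphate liberation. Reagent: Phosphorylated 17-residue peptide substrate.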
MsrA act: bovine MsrA enzyme activators, primary screen, biochemical, absorbance, HTS; purified bovine MsrA, absorbance read-out; activation, % at 10.6 µM; hit rate 0.3% among 360,000; in the data active = activation above about 7.5%;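 also: 0% = vehicle and 100% = reference activator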
DNMT1 inh: human DNMT1 methyltransferase inhibitors, primary screen, biochemical, molecular beacon, fluorescence, HinP1I cleavage, uHTS; inhibition (reported as % activation of signal), % at 10 µM; hit rate 0.83% among 360,000; in the data active = inhibition above about 50%
SUMO1 PPI mod: modulators of SUMO1 protein-protein interactions, primary screen, biochemical, uHTS; hit rate 0.33% among 360,000; SUMO1 binding to a labelled peptide, TR-FRET, 1 h; Small ubiquitin-related modifier 1 (Homo sapiens), P63165; inhibition, % at 20 µM; in the data active = inhibition above about 37%
Target sequence (P63165 whole entry, looked up): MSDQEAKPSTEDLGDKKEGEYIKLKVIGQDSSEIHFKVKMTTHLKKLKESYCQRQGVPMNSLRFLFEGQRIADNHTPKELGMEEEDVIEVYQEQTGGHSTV
Starred values were filed as active, the others as inactive; . = no result given. The order is random; any-hit rate near 4.3%.

Structure	E coli Lon inh	LMPTP inh	SUMO1 PPI mod	CendR NRP1 mod	Tb MetRS inh	DNMT1 inh	MsrA inhibitor	STEP block	Scp-1 inhibitor	MsrA act
Cc1ccc(S(=O)(=O)N(C)C)cc1NC(=O)COC(=O)c1ccc2c(c1)OCO2	-4	-1.2	0	37*	-1.4	7	-0.8	0	-2	-10
CC(Sc1ccsc1[N+](=O)[O-])C(=O)NCCc1ccc(Cl)cc1 (centres undefined)	-11	0.3	-22	-4	-0.9	-6	0.7	2	-7	-6
Cc1ccc(NC(=O)CCN2CCN(CCO)CC2)cc1Br	2	-1.6	52*	-1	-0.5	1	-0.5	1	-8	-6
O=C(Nc1ccccc1)N1CCc2ccccc2C1	-5	-0.9	-2	8	-0.5	3	-2.3	2	-10	-4
CCOC(=O)c1c(C)c(C(=O)NCc2ccccc2OC)c(C)n1C	0	-1.9	0	5	-0.3	-10	1.2	-2	-4	-3
Cc1cnc(C)c(Nc2nc(C(N)c3ccccc3)cs2)n1 (centres undefined)	-10	1.3	4	-5	0.1	-3	1.5	-4	.	-4
CC(C)CC(=NNC(=O)c1ccncc1)c1cc(Cl)ccc1O	-363	1.1	-2	-127	-0.2	-1	0.0	-1	3	-5
Cc1ccc(CCN=c2c([N+](=O)[O-])nn(-c3ccccc3)n2O)cc1	10	-0.5	-35	9	-0.6	2	0.3	0	-12	1
Cc1cccc(NC(=O)c2cccc(N3C(=O)C4C5CCC(C5)C4C3=O)c2)c1C (centres undefined)	-8	0.0	2	1	-0.5	2	1.4	-2	-7	-1
COc1cccc(CNc2ccc(F)c([N+](=O)[O-])c2)c1O	0	0.3	-20	2	-0.5	2	2.2	-2	4	-9
COc1ccc(Cn2c(CCC(=O)NCc3ccco3)nc3cccnc32)cc1	7	0.1	-2	3	0.0	-3	1.0	2	2	0
CN1CCN(c2oc(-c3ccc([N+](=O)[O-])cc3)nc2C#N)CC1	1	0.3	-30	-6	-1.4	8	-1.1	-1	-8	-11
NC(=O)C1(N2CCCCC2)CCN(C2CC(=O)N(CCc3ccccc3)C2=O)CC1 (centres undefined)	-5	-1.5	-1	11	-1.7	2	0.0	-5	5	-10
CCN(CC)C(=O)c1[nH]cnc1C(=O)N[C@H](C)c1ccccc1	-5	-0.1	1	12	-0.1	0	1.7	-2	-2	0
CC(C)C(=O)Nc1ccc2c(c1)nc(CCN1CCN(C)CC1)n2C	-8	-2.8	-4	-5	-1.0	-1	-0.2	0	-6	0
CC1(C)OC(=O)C2=C(C[C@@H](C3CCCCC3)O[C@H]2c2ccc(F)cc2)O1	-10	1.8	-2	-3	-1.0	2	2.2	4	.	-5
O=C1NC2(O)C(=O)c3ccccc3C2(O)N1 (centres undefined)	-1	-0.8	-3	-11	-0.4	0	1.5	-3	-13	-3
CC(C)NS(=O)(=O)c1ccc(NC(=O)c2cccnc2)cc1	-15	-0.8	-1	1	0.1	2	-1.4	-3	3	-5
S=C(Cc1ccccc1)NCCc1ccccc1	4	-1.3	-3	-1	-0.3	-1	-1.5	2	-8	-6
CC1=C(C(=O)Nc2ccccc2C)C(c2ccc(C)o2)C2=C(CCCC2=O)N1 (centres undefined)	-1	-1.0	0	1	0.4	2	2.2	1	-7	-2
COc1ccc(C(=O)OCC(=O)c2ccc(C)c(S(=O)(=O)N3CCOCC3)c2)cc1OC	3	0.1	0	-1	-0.2	-2	1.8	0	-12	-4
Cc1cccc(N2CCN(C(=O)c3ccc(CS(=O)Cc4ccc(Cl)cc4)o3)CC2)c1C (centres undefined)	-4	4.0	-5	10	-0.7	-4	-1.0	2	-1	-1
CC(=O)C12CC(C)=C(C)CC1CC1C3CCC4=CC(=O)CCC4(C)C3CCC12C (centres undefined)	3	7.9	8	11	-0.3	7	0.1	4	-23	0
CCCNC(=O)C1(CC2CC(c3ccccc3)=NO2)CCN(C(=O)C2(C)CC2)CC1 (centres undefined)	-7	-0.1	7	-10	0.0	-1	-0.1	3	-3	0

Some of these compounds in order of molar mass, high to low.
Structure	E coli Lon inh	LMPTP inh	SUMO1 PPI mod	CendR NRP1 mod	Tb MetRS inh	DNMT1 inh	MsrA inhibitor	STEP block	Scp-1 inhibitor	MsrA act
CC(Sc1ccsc1[N+](=O)[O-])C(=O)NCCc1ccc(Cl)cc1 (centres undefined)	-11	0.3	-22	-4	-0.9	-6	0.7	2	-7	-6
S=C(Cc1ccccc1)NCCc1ccccc1	4	-1.3	-3	-1	-0.3	-1	-1.5	2	-8	-6
O=C1NC2(O)C(=O)c3ccccc3C2(O)N1 (centres undefined)	-1	-0.8	-3	-11	-0.4	0	1.5	-3	-13	-3

(listing goes on)
Structure	E coli Lon inh	LMPTP inh	SUMO1 PPI mod	CendR NRP1 mod	Tb MetRS inh	DNMT1 inh	MsrA inhibitor	STEP block	Scp-1 inhibitor	MsrA act
COc1cc2[nH]c(=O)n(CCC(=O)N3CCC(N4CCCCC4)CC3)c(=O)c2cc1OC	1	2.9	0	10	-0.8	0	0.8	6	-4	1
CCOC(=O)CCC(NC(=O)c1cncc(O)c1)C(=O)OCC (centres undefined)	-3	-2.2	0	-10	-0.4	9	-0.6	1	3	-11
Cc1noc(C)c1C(=O)Nc1cc(Cl)ccc1N1CCOCC1	-9	0.1	2	-2	-0.5	2	-0.6	0	11	-9
COc1cccc(C2(C)NC(=O)N(CC(=O)Nc3ccc(N4CCOCC4)cc3)C2=O)c1 (centres undefined)	-5	-0.5	3	-5	0.5	-1	0.2	2	-10	-1
O=c1c2ccccc2nc(COc2ccccc2)n1/N=C/c1cn[nH]c1-c1ccccc1	-5	1.3	1	2	-0.1	-5	-0.4	1	-5	-4
Cn1c(CCn2ccccc2=O)nc2cc(NC(=O)COc3ccccc3)ccc21	2	5.9	-2	6	-0.7	-6	0.2	1	3	-4
CC1CCC(NC(=O)CSc2ccc(S(=O)(=O)N(C)C)cn2)CC1 (centres undefined)	-2	-1.1	-2	-4	0.1	1	0.1	1	-5	-3
CC(Oc1ccc(F)cc1)C(=O)Nc1cc(C(F)(F)F)ccc1-n1cncn1 (centres undefined)	1	0.5	1	-7	0.1	3	0.6	-2	19	1
COc1ccc(C(=O)CC(=O)Nc2ccc([N+](=O)[O-])cc2)cc1	-2	0.8	-23	8	0.2	-3	1.5	2	-10	-4
CC(C)c1ccc(NC(=S)N2CCCC(c3ccc(F)cc3)=N2)cc1	-5	4.8	-3	-3	0.0	-2	1.0	4	-18	-1
COC(=O)/C=C1\OC(C2CC2)c2ccccc21 (centres undefined)	.	-1.8	2	-1	-1.2	.	-0.2	.	.	.
COc1ccc(S(=O)(=O)N(C)C)cc1NC(=O)COC(=O)Cn1cnc2ccccc2c1=O	-8	0.0	2	10	-0.4	3	0.9	1	3	1
O=C(CSCC(=O)N1CCCCC1)Nc1nc(-c2cccs2)cs1	-1	-1.4	-9	3	0.5	4	0.1	0	-3	-1
COc1ccc(Cl)cc1N(CC(=O)Nc1ccccc1SC)S(C)(=O)=O	-6	-0.9	4	-7	-0.3	-4	1.6	0	-15	-2
CC(C)N1C(=O)C(=O)N(CC(=O)N(C)c2ccccc2)C1=O	-1	-0.5	-2	6	-0.3	7	0.6	-2	-9	-3
Cc1cccc(NC(=O)c2ccc(C(=O)c3ccccc3)cc2)n1	4	-0.5	-2	14	-0.1	2	0.2	1	2	-3
CC(C)c1ccc(-c2nc(N3CCCC3)nc3n[nH]c(N)c23)cc1	-1	-0.6	-1	-3	-1.3	-2	-0.7	-1	-1	-9
COc1ccc(NC(=O)c2ccccc2-c2ccccc2)cc1	1	4.7	-3	10	-0.9	0	-0.2	0	-1	-12
C=CCN1C(=O)C(Cc2cccc(C)c2)SC1=Nc1ccc(C(=O)O)cc1 (centres undefined)	8	-0.7	0	-1	0.5	2	0.9	0	-4	-4
CCCC(=O)Nc1nnc(SCC(=O)NC2CC2)s1	-7	-0.7	5	2	-0.6	0	0.2	0	-2	-2
CC(=O)Nc1ccc(CN2CCCN(C)CC2)cc1	-1	-8.3	2	8	-0.1	2	-1.1	4	29	-3
CCN(c1ccccc1)S(=O)(=O)c1ccc(C(=O)NCCc2ccc(S(N)(=O)=O)cc2)cc1	-12	0.4	0	-144	0.3	-1	-1.1	0	-6	-1
CCCS(=O)(=O)NC(=O)C1(C)CCN(C(=O)C2(c3ccc(Cl)cc3)CCCC2)C1 (centres undefined)	12	-0.9	2	-16	0.0	1	-0.5	-3	.	-4
Cc1cc(Cl)ccc1OCC(=O)OCC(=O)c1c(N)n(C)c(=O)n(C)c1=O	-3	1.5	0	0	-0.2	-1	-0.5	1	-9	-8
CN=C(Nc1cccnc1)c1ccccc1	6	-0.1	2	7	-0.5	-1	2.0	1	1	-2
CCC(=O)c1ccc(OCC(=O)OCC(=O)Nc2cccc(S(=O)(=O)N3CCCC3)c2)cc1	-2	-0.2	1	4	-0.5	1	1.9	1	-13	-1
CCCN(CCC)c1nc(C#N)nc(N(CCC)CCC)n1	7	0.9	1	-6	0.3	2	-1.0	3	-4	-5
CCC(C)c1ccc(NC(=S)NN2CCOCC2)cc1 (centres undefined)	2	-1.0	0	2	-0.3	-5	-0.6	2	-6	0
CSc1nc(C)cc(OCC(=O)N/N=C/c2ccccc2O)n1	3	0.3	6	-14	0.3	7	0.8	1	-10	-1
COc1cc2nc3n(c(=O)c2cc1OC)-c1cc2ccccc2cc1C(=O)NC3CC(C)C (centres undefined)	12	-0.6	3	-10	-1.2	-9	0.4	0	.	-1
CCOCCCN(C(=O)c1snc(C(N)=O)c1N)C(C(=O)NC(C)(C)C)c1ccc(Cl)cc1 (centres undefined)	-2	-1.1	-3	-9	-0.6	-4	-0.3	-1	0	-3
COc1ccc2[nH]c(C(=O)Nc3ccc(C)c(F)c3)cc2c1	-6	0.6	-48	8	0.5	-3	-0.3	-2	-13	-3
